Salmonella PhoP GFP – PhoP regulon inhibitors, Salmonella typhi PhoP promoter GFP reporter, confirmatory (AID 1850); Salmonella Typhi PhoP-promoter GFP reporter, fluorescence, 4 h; higher % means a stronger effect; one-dose inhibition, % at 50 µM; IC50 in µM for titrated hits; 310,000 tested, 0.33% active; in the data active means a potency from the dose series; inconclusive means inhibition mostly from about 25% at the one dose, without a potency; inactive means the rest, 99 in 100 with inhibition below about 19%;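 further: 0% = induced wells with vehicle and 100% = uninduced wells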
M. tuberculosis – growth inhibition of non-replicating M. tuberculosis (AID 488890). Mycobacterium tuberculosis non-replicating, growth inhibition; higher % means a stronger effect. inhibition, % at 25 µM; hits with a dose series show IC50 in µM. 320,000 tested, 0.39% active; in the data active means a potency from the dose series; inconclusive means inhibition mostly from about 82% at the one dose, without a potency; inactive means the rest, 99 in 100 with inhibition below about 76%;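 further: plate controls were DMSO cells for no effect and high antibiotic wells for full effect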
H1N1 NS1A inhibition – H1N1 influenza NS1A inhibitors, functional cell based assay (AID 504329). NS1A functional cell-based assay, percent inhibition; higher % means a stronger effect. inhibition, % at 12.5 µM, or IC50 in µM where a hit was titrated. 340,000 tested, 0.3% active; in the data active means a potency from the dose series; inconclusive means inhibition above about 27% without an active follow-up result; further: strong numbers were not always called active
M. tuberculosis HTS – M. tuberculosis growth inhibition, HTS (AID 449762) | M. tuberculosis H37Rv growth inhibition, 7H9 media; higher % means a stronger effect | inhibition, % at 25 µM, or IC50 in µM where a hit was titrated | 330,000 tested, 0.59% active; in the data active means a potency from the dose series; inconclusive means inhibition above about 70% without an active follow-up result;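 further: bacterial growth assessed after seven days of incubation; strong numbers were not always called active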
inhibitors of VEEV – inhibitors of VEEV TC-83 cytopathic effect, confirmation, Vero cells (AID 588727). Vero cells, VEEV TC-83 cytopathic effect inhibition; higher % means a stronger effect. inhibition, % at 20 µM, or IC50 in µM where a hit was titrated. 350,000 tested, 0.13% active; in the data active means a potency from the dose series; inconclusive means inhibition mostly from about 14% at the one dose, without a potency; inactive means the rest, 99 in 100 with inhibition below about 12%; further: strong numbers were not always called active
inhibitors of VEEV 10K pilot screen – second read-out of inhibitors of VEEV, no call of its own (marks repeat the call); inhibition, %; measured here: 10K pilot screen inhibition
* marks the source's active call; other numbers are inactive results; i = inactive; ? = inconclusive; nt = no result given. Rows were taken by chance; any-hit rate near 1.5%.

SMILES	Salmonella PhoP GFP	M. tuberculosis	H1N1 NS1A inhibition	M. tuberculosis HTS	inhibitors of VEEV	others
O=C(NCCc1ccc2c(c1)OCCO2)c1ccc(F)cc1	-3%	14%	5%	-4%	1.7%
C[C@@H]1CCC(=O)N(CC[C@H](N=[N+]=[N-])c2ccccc2)CC1	-21%	-6%	-4%	1%	0.4%
O=C(c1cc(C2CC2)nn1-c1ccccc1)N1CCN(S(=O)(=O)c2c(F)cccc2F)CC1	nt	31%	-2%	-3%	9.1%
COCCNC(=O)c1cc(-c2ccc(OC)c(OC)c2)on1	-5%	-11%	5%	0%	i
N#C/C=C1/NC(=O)c2ccccc2S1	-18%	-4%	-18%	3%	1.7%
CCCCOc1ccc(NC(=O)CN2CCN(CC)CC2)cc1	-1%	5%	-6%	-3%	0.9%
CC(C)N(C(=O)[C@H]1CC(CC(=O)NCCc2ccccn2)C(=O)N2CCc3c([nH]c4ccccc34)[C@]12C)C(C)C (some centres undefined)	nt	11%	-4%	0%	i
CC(=O)c1cccc(NC(=S)NC2CCCCC2)c1	-9%	?	-1%	0%	1.0%
CCOC(=O)C1=C(CC)Nc2ccccc2N=C1NC(=O)Nc1ccc(Cl)c(Cl)c1	-4%	31%	3%	?	8.3%
COc1cccc(CNC(=O)CCC(=O)N2CCOCC2)c1	nt	-9%	-11%	-4%	2.8%
CC(C)c1nnc(NC(=O)CC(C)c2ccccc2)s1 (centres undefined)	-5%	11%	-2%	7%	0.5%
Cc1cc(Cl)ccc1OCC(=O)Nc1ccccc1CO	-1%	26%	-1%	-2%	0.6%
CCOc1ccc(S(=O)(=O)NN)cc1	1%	-4%	0%	-3%	i
CC(C)n1ncc2c(C(=O)NCCc3ccc(S(N)(=O)=O)cc3)cc(C3CC3)nc21	nt	nt	-10%	nt	4.6%
CCOC(=O)C1CCCN(c2oc(-c3ccc(OC)cc3)nc2C#N)C1 (centres undefined)	7%	47%	8%	15%	2.2%
COc1ccc(CN(C)S(=O)(=O)c2ccc3c(c2)OCCO3)cc1	4%	55%	-15%	-3%	4.4%
Cc1nc2c(sc(=S)n2Cc2ccco2)c(=O)n1CC(=O)Nc1ccccc1F	-7%	6%	-12%	6%	i
CN1CCN(S(=O)(=O)c2ccc3[nH]c(=O)oc3c2)CC1	-7%	-10%	31%	4%	1.0%
COc1cc(Nc2ccccc2Cl)c([N+](=O)[O-])nc1[N+](=O)[O-]	6%	5%	8%	49%	i
O=C(CSc1ncc(-c2ccccc2)[nH]1)Nc1cccc(O)c1	-4%	3%	11%	-16%	i
CCOC(=O)c1cc(NC(=O)Nc2ccc(OC)c(OC)c2)c(C)nc1C	1%	22%	1%	-5%	5.9%
CC(C)(C)n1ncc2c(=O)n(CC(=O)c3ccc(Cl)cc3)cnc21	10%	-3%	-5%	7%	11%
O=C(N/C(=C\c1cccs1)C(=O)N1CCOCC1)c1ccco1	0%	-7%	0%	-7%	1.3%
COC(=O)c1ccccc1C(=O)N1CC(O)CO1 (centres undefined)	10%	-7%	-3%	1%	0.8%
CCOC(=O)C1CCN(C(=O)CCC2CCCC2)CC1	-8%	?	-3%	10%	0.1%
COc1ccc(N(C(C)=O)S(=O)(=O)c2cccc3cccnc23)cc1	9%	-7%	0%	1%	5.8%
O=C(CCn1nc(-c2ccc(Cl)cc2)ccc1=O)N1CCOCC1	-2%	-4%	-10%	-2%	2.2%
Cc1ccc2[nH]cc(C(=O)CN3CCN(C)CC3)c2c1	-3%	16%	5%	-2%	2.5%
CC(C)c1ccc(C(=O)CSc2n[nH]c(-c3ccncc3)n2)cc1	12%	?	-24%	0%	2.5%
Fc1ccccc1CSCc1nc2ccccc2[nH]1	7%	15%	-17%	-3%	i

Next section, starting with the last four of the part before.
SMILES	Salmonella PhoP GFP	M. tuberculosis	H1N1 NS1A inhibition	M. tuberculosis HTS	inhibitors of VEEV	others
O=C(CCn1nc(-c2ccc(Cl)cc2)ccc1=O)N1CCOCC1	-2%	-4%	-10%	-2%	2.2%
Cc1ccc2[nH]cc(C(=O)CN3CCN(C)CC3)c2c1	-3%	16%	5%	-2%	2.5%
CC(C)c1ccc(C(=O)CSc2n[nH]c(-c3ccncc3)n2)cc1	12%	?	-24%	0%	2.5%
Fc1ccccc1CSCc1nc2ccccc2[nH]1	7%	15%	-17%	-3%	i
Cc1ccc(SCc2c(C(=O)N/N=C/c3ccncc3)nnn2-c2nonc2N)cc1	1%	-9%	2%	5%	4.2%
COCCN1Cc2cccc(C(=O)Nc3ccc(S(=O)(=O)N4CCOCC4)cc3)c2C1=O	12%	0%	3%	3%	0.3%
CC(C)(C)n1nc2c(c1NC(=O)COc1ccc(Cl)cc1)CSC2	-11%	2%	-4%	-8%	1.1%
Cc1cc(O)ccc1NC(=O)Cc1cccc2ccccc12	nt	nt	-4%	nt	i
CC12CC3CC(C)(C1)CC(C(=O)N1CCCC1)(C3)C2	-6%	i	-17%	4%	0.1%
Cc1noc(NS(=O)(=O)c2ccc(NC(=O)c3oc4ccc(F)cc4c3C)cc2)c1C	nt	nt	2%	nt	6.5%
Cc1cc(C(=O)N/N=C/c2ccccc2Br)no1	-10%	nt	-4%	-4%	1.0%
CN(Cc1ccon1)C(=O)CC1C(=O)NCCN1Cc1cccc(Oc2ccccc2)c1 (centres undefined)	23%	29%	-20%	-2%	i
COc1ccccc1C(=O)NCC(=O)NCCC(c1ccccc1)c1ccccc1	nt	1%	7%	4%	5.3%
CN(C(=O)c1ccc(=O)n(Cc2ccc(Cl)cc2)c1)c1ccccc1	-3%	-11%	-20%	1%	4.7%
COc1ccc(/C=C/C(=O)Nc2cc(S(=O)(=O)N3CCOCC3)ccc2N2CCCC2)cc1OC	-15%	19%	11%	2%	4.8%
O=C(Cc1c(F)cccc1Cl)c1ccc(O)cc1O	0%	21%	-4%	12%	i
CN=C(NC1CCCCC1)c1ccc([N+](=O)[O-])cc1	-6%	12%	0%	-2%	0.6%
CCOC(=O)c1c(-c2ccc(C)o2)csc1NC(=O)CN1CCCCC1	-5%	87%	-3%	4%	6.6%
O=C(Nc1c(Cl)cc(Cl)cc1C(=O)NCCN1CCOCC1)c1cccc([N+](=O)[O-])c1	-5%	-29%	-7%	-2%	0.1%
COc1ccccc1/C=N/NC(=O)CC(=O)NCc1cccnc1	-4%	-15%	22%	-5%	1.3%
CC(=O)Nc1cccc(C(=O)NC2CCCc3c2cnn3-c2ccccc2F)c1 (centres undefined)	-1%	6%	0%	-3%	1.0%
c1cncc(CNC2CCCC2)c1	6%	-8%	-11%	-2%	1.5%
CN(C)C(=O)Oc1ccc(Br)c2ccccc12	-6%	71%	-4%	10%	i
O=C(NCc1ccco1)c1nnc(Cc2ccc(Cl)cc2)o1	nt	nt	-5%	4%	i
COc1cccc(/C=N/NC(N)=S)c1OCc1cccc(Cl)c1	0%	?	-6%	6%	0.2%	inhibitors of VEEV 10K pilot screen=4.3
CCCCNC(=O)c1c(N)n(Cc2ccc3c(c2)OCO3)c2nc3ccccc3nc12	1%	9%	2%	4%	i
CCOC(=O)N1CCN(c2c(NCCN(C)Cc3ccccc3)c(=O)c2=O)CC1	nt	nt	1%	3%	0.9%
COC(=O)c1cccc(NC(=O)CC2C(=O)NCCN2C(=O)c2ccc(F)cc2F)c1 (centres undefined)	-6%	-6%	-20%	-2%	4.5%
CN(C(=O)c1ccccc1C(=O)OCC(=O)c1ccc(F)c(F)c1)C1CCCCC1	nt	nt	-9%	nt	3.1%
CS(=O)(=O)N1Cc2ccccc2CC1C(=O)O (centres undefined)	0%	-9%	-5%	-3%	0.8%
CC(C)CC(=O)Nc1nc(-c2ccc(S(=O)(=O)N3CCOCC3)cc2)cs1	nt	nt	-9%	nt	7.3%
O=C(CN1N=C(c2ccc(Cl)cc2)CCC1=O)NCCN1CCc2ccccc2C1	-6%	3%	-3%	5%	i
Cc1cccc(NC(=S)NC2CC3CCCC(C2)N3Cc2ccccc2)c1C (centres undefined)	-10%	61%	8%	2%	0.7%
CCCN1C(=O)CC(=O)N=C1SCC(=O)Nc1ccccc1F	nt	26%	-5%	-3%	0.1%
O=C(COC(=O)CNC(=O)c1ccc([N+](=O)[O-])o1)Nc1ncc(Cl)cc1Cl	nt	-2%	-10%	-8%	i
COc1ccc(/C=C2\CCC/C(=C\C=N\N(C)C)C2=O)cc1	6%	?	51µM*	8.2µM*	1.2%
O=C(Nc1ccc(N2CCN(C(=O)c3ccco3)CC2)cc1)c1cccs1	4%	39%	5%	3%	4.6%
Cc1c(Cc2ccccc2)c(=O)oc2cc(O)ccc12	-21%	-4%	-5%	-3%	0.3%
COc1ccc(C(Nc2ccccc2)P(=O)(Oc2ccccc2)Oc2ccccc2)cc1 (centres undefined)	9%	5%	1%	9%	0.5%
Cc1cc(=O)n(C(C)c2ccccc2)n1C(C)c1ccccc1 (centres undefined)	nt	nt	0%	nt	i
COc1ccc(C)cc1S(=O)(=O)Nc1ccc(-n2c(C)nc3ccccc3c2=O)cc1	9%	4%	4%	11%	9.6%
Cc1cc(OCC(=O)Nc2ccc(CN3CCOCC3)cc2)c2c(C)c(C)c(=O)oc2c1	-2%	2%	-9%	0%	2.0%
CCCCn1c2nc3ccccc3nc2c2c(=N)oc(C)nc21	nt	nt	-6%	nt	1.4%
Cc1cc(C(=O)N/N=C/c2cccc(OC(=O)c3cccc(Br)c3)c2)n[nH]1	-3%	13%	-5%	-2%	2.7%

Grouped by structure: the entries above containing a nitro group on carbon
SMILES	Salmonella PhoP GFP	M. tuberculosis	H1N1 NS1A inhibition	M. tuberculosis HTS	inhibitors of VEEV	others
COc1cc(Nc2ccccc2Cl)c([N+](=O)[O-])nc1[N+](=O)[O-]	6%	5%	8%	49%	i
CN=C(NC1CCCCC1)c1ccc([N+](=O)[O-])cc1	-6%	12%	0%	-2%	0.6%
O=C(Nc1c(Cl)cc(Cl)cc1C(=O)NCCN1CCOCC1)c1cccc([N+](=O)[O-])c1	-5%	-29%	-7%	-2%	0.1%
O=C(COC(=O)CNC(=O)c1ccc([N+](=O)[O-])o1)Nc1ncc(Cl)cc1Cl	nt	-2%	-10%	-8%	i

The list goes on.
SMILES	Salmonella PhoP GFP	M. tuberculosis	H1N1 NS1A inhibition	M. tuberculosis HTS	inhibitors of VEEV	others
CCCCN(CC)S(=O)(=O)N1CCC(C(=O)NCCCN2CCOCC2)CC1	-2%	1%	2%	0%	i
CCCOc1ccc(/C(O)=C2/C(=O)C(=O)N(c3cc(C)on3)C2c2ccc(C(=O)OC)cc2)cc1 (centres undefined)	4%	53%	1%	-20%	1.6%
CC(=O)N1CCN(c2nc(CC(C)C)c3c(c2C#N)CCC3)CC1	-4%	16%	3%	7%	6.3%
CCCn1c(=O)c(C(=O)NCc2ccccc2Cl)c(O)c2ccccc21	-6%	-7%	2%	5%	1.9%
COCC(=O)NCCc1ccc(S(N)(=O)=O)cc1	-14%	-2%	2%	4%	0.3%
O=S(=O)(Cc1cc(NCc2ccccc2)nc(-c2ccncc2)n1)c1ccccc1	-2%	-8%	-5%	1%	0.9%
Cc1ccc(NC(=O)CSc2nc(=O)n(CCCN3CCOCC3)c3c2CCCC3)cc1F	14%	21%	-7%	4%	7.3%
Cc1ccc(S(=O)(=O)Nc2cc(C)cc(CCNC=O)c2C)cc1	nt	nt	-26%	nt	2.8%
CN1C(=O)C(CC(=O)NC2CCCCC2)N(C)C1=O (centres undefined)	-2%	-18%	11%	-19%	0.6%
CCOC(=O)N1CCC(NC(=O)Cn2cc3c(n2)CCCCC3)CC1	15%	2%	9%	-15%	0.0%
CC1(C)C2CC=C(/C=N/NC(=O)C3CC3)C1C2 (centres undefined)	-9%	0%	-18%	-1%	0.9%
Cc1ccc(/C=N/NC(=O)c2nnn(-c3nonc3N)c2-c2ccc3c(c2)OCO3)s1	-12%	1%	-9%	7%	7.1%
Cn1c(C(=O)N2CCCC(C(=O)NCc3ccccc3)C2)cc2sccc21 (centres undefined)	8%	2%	7%	4%	1.9%
CC(=O)CC(C)(C)NC(C)=S	3%	-4%	-19%	2%	1.7%
Cc1ccc(NP(=O)(c2ccc(N(C)C)cc2NC(=O)c2cccs2)N2CCOCC2)cc1 (centres undefined)	6%	10%	1%	0%	0.5%
O=c1c2c(nc3cc(-c4cccc(Cl)c4)[nH]n13)CCC2	-2%	21%	0%	17%	3.2%
CCOP(=S)(OCC)SCC(=O)NC(C(=O)O)C(C)C (centres undefined)	-3%	-2%	6%	-5%	0.9%
Cc1cc(C)c2c(c1)cc(C)c1nnc(SCC(=O)Nc3cc(C)on3)n12	-6%	7%	-7%	6%	i
